Bioassay records from PubChem.
A3G deaminase – inhibitors of human APOBEC3G DNA deaminase; Q9HC16; recombinant A3G, ssDNA deamination FAM/TAMRA fluorescence; inhibition, % at 20 µM; hit rate 0.28% among 330,000;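 active = inhibition of at least 40% at 20 µM, with no more than 30% in the related APOBEC3A deaminase screen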;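 also: plate controls were DMSO wells with A3G for no effect and wells lacking A3G enzyme for full effect; some compounds called inactive have numbers as strong as hits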
Target sequence (Q9HC16 whole entry, looked up): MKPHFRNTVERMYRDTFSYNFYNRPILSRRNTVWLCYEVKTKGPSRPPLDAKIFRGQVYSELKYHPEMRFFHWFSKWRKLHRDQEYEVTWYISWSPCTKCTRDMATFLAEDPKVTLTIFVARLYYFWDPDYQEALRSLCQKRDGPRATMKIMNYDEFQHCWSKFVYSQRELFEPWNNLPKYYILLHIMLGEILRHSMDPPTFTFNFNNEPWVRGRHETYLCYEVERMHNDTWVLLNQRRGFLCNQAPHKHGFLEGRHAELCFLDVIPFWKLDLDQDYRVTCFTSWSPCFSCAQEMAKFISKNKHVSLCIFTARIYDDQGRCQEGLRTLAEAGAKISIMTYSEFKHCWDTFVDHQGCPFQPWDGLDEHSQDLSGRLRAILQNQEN
ATG4B inh – blocks human ATG4B protease cleavage of LC3 substrate; Q9Y4P1; ATG4B cleavage of LC3-PLA2, NBD-HPC fluorescence, 1 h; inhibition, % at 8.33 µM; hit rate 0.51% among 340,000; AID 504462; in the data active = inhibition above about 40%
Target sequence (Q9Y4P1 whole entry, looked up): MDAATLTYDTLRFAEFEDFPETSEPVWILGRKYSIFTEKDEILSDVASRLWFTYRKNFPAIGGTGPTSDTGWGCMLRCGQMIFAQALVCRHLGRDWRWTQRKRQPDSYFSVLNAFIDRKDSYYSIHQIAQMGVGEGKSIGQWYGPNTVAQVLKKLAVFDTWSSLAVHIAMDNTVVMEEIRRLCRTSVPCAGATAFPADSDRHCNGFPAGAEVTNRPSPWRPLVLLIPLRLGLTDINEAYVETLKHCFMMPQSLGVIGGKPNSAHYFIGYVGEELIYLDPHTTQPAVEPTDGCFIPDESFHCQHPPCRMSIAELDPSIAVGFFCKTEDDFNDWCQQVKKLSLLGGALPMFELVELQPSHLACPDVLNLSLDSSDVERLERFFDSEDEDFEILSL
mIAP act – mouse IAP activation | activation factor at 10 µM | hit rate 0.24% among 330,000 | muIAP, CDP-Star luminescence, 30 min; hits give high values; 1 = vehicle-only enzyme signal, 0 = enzyme-free wells | AID 2805;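 active = activation factor of at least 2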; also: the source names both 10 and 20 µM as test concentration; values of inactives mirror those of a sister screen read the other way
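System: Mouse IAP enzyme | Also added: CDP-Star substrate | Dosing: Compounds dispensed in DMSO | Schedule: 30 min enzyme-substrate-compound incubation at room temperature | Technique: Chemiluminescence readout | Control set: DMSO-only wells and no-enzyme negative control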
MPTP block – permeability transition pore inhibition. isolated mouse mitochondria, Ca2+ swelling absorbance, 30 min. inhibition, % at 10 µM. hit rate 1.4% among 360,000. AID 602449;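 active = inhibition of 50% or more, scaled per plate between neutral and stimulator controls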;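 also: 0% = DMSO wells given calcium and 100% = 1 mM EGTA wells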
beta cell repl – inducers of beta-cell replication in MIN6 cells; proliferation, % at 10 µM; hit rate 0.29% among 330,000; MIN6 cells proliferation, ATPlite luminescence, 48 h; cells starved in 0.2% serum; 100% = growth in 10% serum;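 active = compounds whose signal lies at least 3.5 SD above the mean of all wells on their plate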;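 also: 0% = DMSO-treated cells in low-serum medium and 100% = 10% serum control; some compounds called inactive have numbers as strong as hits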
APOBEC3A inh – blocks human APOBEC3A ssDNA deamination; hit rate 0.41% among 330,000; P31941; AID 493011; inhibition, % at 20 µM; recombinant A3A, FAM/TAMRA ssDNA deamination fluorescence;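 active = at least 40% inhibition at 20 µM here, with at most 30% in a related deaminase screen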;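 also: plate controls were A3A with DMSO for no effect and wells lacking A3A enzyme for full effect; some results filed as inactive read as strong as hits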
Target sequence (P31941 whole entry, looked up): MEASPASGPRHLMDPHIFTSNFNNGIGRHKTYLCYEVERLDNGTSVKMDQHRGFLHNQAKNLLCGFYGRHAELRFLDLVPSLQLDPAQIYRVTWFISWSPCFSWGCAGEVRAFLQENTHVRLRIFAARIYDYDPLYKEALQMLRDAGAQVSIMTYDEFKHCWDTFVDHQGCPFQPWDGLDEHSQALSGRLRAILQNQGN
mIAP inh – mouse IAP inhibition. inhibition, % at 10 µM. purified mouse IAP, CDP-Star luminescence, 30 min. hit rate 0.2% among 330,000;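 active = inhibition of at least 40% at 10 µM in the primary screen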;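 also: plate controls were DMSO with enzyme for no effect and no enzyme wells for full effect; values of inactives mirror those of a sister screen read the other way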
hIAP inh – human IAP inhibition | P09923 | purified IAP, CDP-Star luminescence, 30 min | inhibition, % at 10 µM | hit rate 0.12% among 330,000;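 active = inhibition reaching a set limit with compound at 10 µM in the primary screen, cut at about 35% in these data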;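 also: plate controls were DMSO wells with enzyme for no effect and no-enzyme buffer wells for full effect; values of inactives mirror those of a sister screen read the other way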
hIAP act – human IAP activation. P09923. purified human IAP, CDP-Star luminescence, 30 min; hits give high values; 1 = vehicle-only enzyme, 0 = enzyme-free background. activation factor at 10 µM. hit rate 0.16% among 330,000;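 active = activation factor of the enzyme at least 2-fold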; also: the source names both 10 and 20 µM as test concentration; values of inactives mirror those of a sister screen read the other way
An asterisk follows results filed as active.

For O=C(O)c1ccc(COc2ccccc2/C=C2/NC(=O)N(c3cccc(Cl)c3)C2=O)cc1 the results were A3G deaminase -7, ATG4B inh 12, mIAP act 0.88, MPTP block -2.2, beta cell repl -4, APOBEC3A inh -3, mIAP inh 12, hIAP inh 10 and hIAP act 0.9.
COc1ccccc1C(=O)NCC(=O)N/N=C/c1cc(Br)ccc1OCc1ccccc1 was read as A3G deaminase -5, ATG4B inh 11, mIAP act 0.85, MPTP block 2.5, beta cell repl -2, APOBEC3A inh -1, mIAP inh 15, hIAP inh 13 and hIAP act 0.87.
Screening COc1cc2c(cc1OC)C(c1ccc(-c3cc(Cl)ccc3Cl)o1)=NCC2 returned A3G deaminase -2, ATG4B inh -10, mIAP act 0.96, MPTP block 32, beta cell repl -7, APOBEC3A inh 3, mIAP inh 4, hIAP inh -11 and hIAP act 1.1.
Screening N/C(=N\OC(=O)c1cc(-c2ccccc2)nc2ccccc12)c1cccnc1 returned A3G deaminase -7, ATG4B inh 3, mIAP act 0.95, MPTP block 0.1, beta cell repl -4, APOBEC3A inh -1, mIAP inh 5, hIAP inh 17 and hIAP act 0.83.
For O=C(COc1ccccc1)N1CCN(c2nnc(-c3ccccc3)c3ccccc23)CC1 the results were A3G deaminase -3, ATG4B inh -5, mIAP act 1.1, MPTP block 5.7, beta cell repl -3, APOBEC3A inh -1, mIAP inh -6, hIAP inh 13 and hIAP act 0.87.
`O=C(CN(c1ccc(Cl)cc1)S(=O)(=O)c1ccc(Cl)c([N+](=O)[O-])c1)NCCc1ccccc1` gave A3G deaminase -7, ATG4B inh -8, mIAP act 1, MPTP block 6.9, beta cell repl -6, APOBEC3A inh 4, mIAP inh -1, hIAP inh 16 and hIAP act 0.84.
For CCSc1nnc(NC(=O)CCNS(=O)(=O)c2ccccc2F)s1 the results were A3G deaminase -5, ATG4B inh -7, mIAP act 1.1, MPTP block 0.0, beta cell repl -2, APOBEC3A inh 2, mIAP inh -8, hIAP inh -22 and hIAP act 1.2.
`CC1CCC(NC(=O)CNC(=O)c2cccs2)CC1` (stereo not given) gave A3G deaminase 2, ATG4B inh -4, mIAP act 1, MPTP block 2.2, beta cell repl -1, APOBEC3A inh 4, mIAP inh -5, hIAP inh 19 and hIAP act 0.81.
For Cc1nc(-c2ccc(S(=O)(=O)N3CCN(c4ccccc4)CC3)cc2)co1 the results were A3G deaminase -2, ATG4B inh 0, mIAP act 1, MPTP block -0.2, beta cell repl 1, APOBEC3A inh -2, mIAP inh 0, hIAP inh -35 and hIAP act 1.3.
For COc1c(C(=O)Nc2ccc(Br)cn2)ccc2ccccc12 the results were A3G deaminase -12, ATG4B inh -3, mIAP act 0.97, MPTP block 1.2, beta cell repl 0, APOBEC3A inh -2, mIAP inh 3, hIAP inh 5 and hIAP act 0.95.

Ordered by number of heavy atoms (falling): 3 of the compounds above.
COc1ccccc1C(=O)NCC(=O)N/N=C/c1cc(Br)ccc1OCc1ccccc1 was read as A3G deaminase -5, ATG4B inh 11, mIAP act 0.85, MPTP block 2.5, beta cell repl -2, APOBEC3A inh -1, mIAP inh 15, hIAP inh 13 and hIAP act 0.87.
For Cc1nc(-c2ccc(S(=O)(=O)N3CCN(c4ccccc4)CC3)cc2)co1 the results were A3G deaminase -2, ATG4B inh 0, mIAP act 1, MPTP block -0.2, beta cell repl 1, APOBEC3A inh -2, mIAP inh 0, hIAP inh -35 and hIAP act 1.3.
`CC1CCC(NC(=O)CNC(=O)c2cccs2)CC1` (stereo not given) gave A3G deaminase 2, ATG4B inh -4, mIAP act 1, MPTP block 2.2, beta cell repl -1, APOBEC3A inh 4, mIAP inh -5, hIAP inh 19 and hIAP act 0.81.

The list goes on.
CN(CC(=O)Nc1ccc(Cl)cc1)C(=O)CNC(=O)c1cccs1 was read as A3G deaminase 0, ATG4B inh 1, mIAP act 1.1, MPTP block 0.6, beta cell repl 4, APOBEC3A inh 4, mIAP inh -7, hIAP inh -4 and hIAP act 1.
Screening Cc1ccc(C)c(N(CC(=O)NN=C2CCN(C)CC2)S(=O)(=O)c2ccccc2)c1 returned A3G deaminase 51*, ATG4B inh 20, mIAP act 1.1, MPTP block -0.7, beta cell repl 1, APOBEC3A inh -1, mIAP inh -14, hIAP inh -11 and hIAP act 1.1.
Screening O=Cc1ccc(-c2ccc(F)cc2)o1 returned A3G deaminase -9, ATG4B inh 3, mIAP act 1, MPTP block 2.0, beta cell repl -3, APOBEC3A inh 3, mIAP inh 0, hIAP inh 13 and hIAP act 0.87.
COc1ccccc1OP(=O)(O)Oc1ccccc1OC was read as A3G deaminase -8, ATG4B inh -5, mIAP act 1, MPTP block 0.4, beta cell repl 3, APOBEC3A inh -1, mIAP inh -3, hIAP inh 5 and hIAP act 0.95.
Screening O=C(Cc1ccc(Cl)cc1)Nc1ccc(C(=O)N2CCCCC2)cc1 returned A3G deaminase 1, ATG4B inh -3, mIAP act 1.1, MPTP block -0.6, beta cell repl -2, APOBEC3A inh -1, mIAP inh -12, hIAP inh 7 and hIAP act 0.93.
`COC(=O)/N=C(/Cc1ccc(OC)cc1)c1ccc(OC)cc1` gave A3G deaminase -3, ATG4B inh -1, mIAP act 0.98, MPTP block 1.3, beta cell repl 1, APOBEC3A inh 1, mIAP inh 2, hIAP inh -7 and hIAP act 1.1.
Screening Cc1cc(-c2nc(C)c(-c3nnc(SCC(=O)Nc4ccc(Cl)cc4)n3C)s2)no1 returned A3G deaminase -5, ATG4B inh 1, mIAP act 1.1, MPTP block 2.4, beta cell repl -2, APOBEC3A inh -2, mIAP inh -6, hIAP inh -6 and hIAP act 1.1.
`CCc1cccc(C)c1NC(=O)CSc1nc2ccncc2[nH]1` gave A3G deaminase -4, ATG4B inh -2, mIAP act 1, MPTP block -0.4, beta cell repl 3, APOBEC3A inh 2, mIAP inh -1, hIAP inh -16 and hIAP act 1.2.
Screening Cc1cc(SCC(=O)c2ccc(Cl)cc2)nc(=O)[nH]1 returned A3G deaminase 9, ATG4B inh -15, mIAP act 0.8, MPTP block -2.1, beta cell repl -3, APOBEC3A inh -6, mIAP inh 20, hIAP inh -21 and hIAP act 1.2.
Screening COc1ccc(/C=C2\SC(=S)N(CCCC(=O)Nc3cccc(C(=O)O)c3)C2=O)cc1OC returned A3G deaminase 11, ATG4B inh 10, mIAP act 0.88, MPTP block 0.1, beta cell repl -4, APOBEC3A inh -2, mIAP inh 12, hIAP inh -5 and hIAP act 1.1.
`O=C(C1CC1)N1CCc2cc(S(=O)(=O)N(CCO)Cc3ccccc3)ccc21` gave A3G deaminase -6, ATG4B inh -14, mIAP act 1.2, MPTP block 3.3, beta cell repl 4, APOBEC3A inh -7, mIAP inh -16, hIAP inh -15 and hIAP act 1.1.
`COc1ccc(N2CC(C(=O)Nc3ccc(F)cc3F)CC2=O)cc1` (stereo not given) gave A3G deaminase -5, ATG4B inh -3, mIAP act 1.1, MPTP block -0.8, beta cell repl -5, APOBEC3A inh -3, mIAP inh -5, hIAP inh -2 and hIAP act 1.
For CN(CC(=O)Nc1cccc(F)c1)C(=O)CCNC(=O)c1ccco1 the results were A3G deaminase -6, ATG4B inh -11, mIAP act 0.93, MPTP block -1.5, beta cell repl 3, APOBEC3A inh 3, mIAP inh 7, hIAP inh 0 and hIAP act 0.99.
For COc1ccc(Oc2nc(C(F)(F)F)nc3ccccc23)cc1 the results were A3G deaminase -4, ATG4B inh 24, mIAP act 0.91, MPTP block -0.6, beta cell repl 1, APOBEC3A inh -3, mIAP inh 9, hIAP inh 13 and hIAP act 0.87.
For Nc1cccc(NC(=O)CCC(=O)NCc2ccco2)c1 the results were A3G deaminase -3, ATG4B inh 7, mIAP act 1.1, MPTP block 5.7, beta cell repl -1, APOBEC3A inh -4, mIAP inh -9, hIAP inh 7 and hIAP act 0.93.
`COc1ccc(NS(=O)(=O)c2cccc(NC(=O)CCC(=O)c3ccc(Cl)cc3)c2)cc1` gave A3G deaminase -3, ATG4B inh -13, mIAP act 0.87, MPTP block 45, beta cell repl -2, APOBEC3A inh 1, mIAP inh 13, hIAP inh 2 and hIAP act 0.98.
Oc1ccccc1N1CCN(C(=S)NCCc2ccccc2)CC1 was read as A3G deaminase -2, ATG4B inh -10, mIAP act 0.95, MPTP block 4.2, beta cell repl -2, APOBEC3A inh -3, mIAP inh 5, hIAP inh 13 and hIAP act 0.87.
Screening CCS(=O)(=O)N1N=C(c2cccc(NS(C)(=O)=O)c2)CC1c1cccs1 (stereo not given) returned A3G deaminase -8, ATG4B inh -7, mIAP act 0.91, MPTP block -1.1, beta cell repl -2, APOBEC3A inh -8, mIAP inh 10, hIAP inh -16 and hIAP act 1.2.
`COC(=O)[C@H](C)NC(=O)Nc1cccc(C(F)(F)F)c1` gave A3G deaminase -6, ATG4B inh 5, mIAP act 0.94, MPTP block -3.2, beta cell repl -4, APOBEC3A inh -3, mIAP inh 6, hIAP inh -2 and hIAP act 1.
COc1ccc(-n2nc(C(=O)NCC(=O)Nc3cc(OC)c(OC)c(OC)c3)c3ccccc3c2=O)cc1Cl was read as A3G deaminase 1, ATG4B inh -4, mIAP act 0.96, MPTP block 0.2, beta cell repl 1, APOBEC3A inh 4, mIAP inh 4, hIAP inh 11 and hIAP act 0.89.
For CCOC(=O)C(NC(C)=O)(N1CCOCC1)C(F)(F)F (stereo not given) the results were A3G deaminase -1, mIAP act 1, beta cell repl -2, APOBEC3A inh -1, mIAP inh -1, hIAP inh -14 and hIAP act 1.1.
For COc1ccc(NCC(=O)Nc2ccc(C#N)cc2)cc1Cl the results were A3G deaminase -8, ATG4B inh 1, mIAP act 1.1, MPTP block 76*, beta cell repl -3, APOBEC3A inh -4, mIAP inh -7, hIAP inh 6 and hIAP act 0.94.
COc1ccc(CCNC(=O)CC(=O)N/N=C/c2ccc(Br)cc2)cc1OC was read as A3G deaminase 16, ATG4B inh -5, mIAP act 1, MPTP block -0.1, beta cell repl -4, APOBEC3A inh -4, mIAP inh -2, hIAP inh 5 and hIAP act 0.95.
Screening CCOC(=O)c1sc2nc3n(c(=O)c2c1C)CCC(C)CC3 (stereo not given) returned A3G deaminase 32, ATG4B inh -4, mIAP act 0.87, MPTP block 0.1, beta cell repl -3, APOBEC3A inh 4, mIAP inh 13, hIAP inh 5 and hIAP act 0.95.
`CCOc1ccc(OCCC(=O)N(CCC2=CCCCC2)c2c(N)n(Cc3ccccc3)c(=O)[nH]c2=O)cc1` gave A3G deaminase -2, ATG4B inh 2, mIAP act 1.2, MPTP block -0.6, beta cell repl -5, APOBEC3A inh 1, mIAP inh -18, hIAP inh -11 and hIAP act 1.1.
`CC(=O)n1cc(C2C(=O)CC(C)(C)CC2=O)c2ccccc21` gave A3G deaminase 1, ATG4B inh -2, mIAP act 1.1, MPTP block 7.4, beta cell repl -4, APOBEC3A inh -2, mIAP inh -8, hIAP inh 17 and hIAP act 0.83.
O=C1CCC(C(=O)OCc2cc(=O)oc3ccc4ccccc4c23)=NN1 was read as A3G deaminase 1, ATG4B inh 7, mIAP act 0.97, MPTP block 1.0, beta cell repl 0, APOBEC3A inh 15, mIAP inh 3, hIAP inh 0 and hIAP act 1.
C/C(=N\NC(=O)Cn1cc([N+](=O)[O-])cn1)c1ccc(O)cc1 was read as A3G deaminase -5, ATG4B inh -2, mIAP act 1.1, MPTP block 0.9, beta cell repl -1, APOBEC3A inh -2, mIAP inh -7, hIAP inh -15 and hIAP act 1.2.
`Cc1csc(N2CCCC2c2nc3cc(C(F)(F)F)ccc3n2CCOCCO)n1` (stereo not given) gave A3G deaminase 12, ATG4B inh -11, mIAP act 1, MPTP block -0.3, beta cell repl 0, APOBEC3A inh -1, mIAP inh -5, hIAP inh 12 and hIAP act 0.88.
